Screening results as filed in PubChem BioAssay.
OXTR potentiator – human OXTR potentiation | P30559 | CHO-OTR cells, Fluo-8 calcium fluorescence, potentiator mode; 0% = oxytocin EC15, 100% = EC100 | activation, % at 3 µM | 0.061% of 320,000 active;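 active means activation above that plate's cutoff, the mean activation of tested compounds plus 3 SD, cut at about 6.6% in these data, passing the limit was not always enough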;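 further: 100% uses oxytocin at 75 nM as the full agonist control; some results filed as inactive read as strong as hits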
Target sequence (P30559 whole entry, looked up): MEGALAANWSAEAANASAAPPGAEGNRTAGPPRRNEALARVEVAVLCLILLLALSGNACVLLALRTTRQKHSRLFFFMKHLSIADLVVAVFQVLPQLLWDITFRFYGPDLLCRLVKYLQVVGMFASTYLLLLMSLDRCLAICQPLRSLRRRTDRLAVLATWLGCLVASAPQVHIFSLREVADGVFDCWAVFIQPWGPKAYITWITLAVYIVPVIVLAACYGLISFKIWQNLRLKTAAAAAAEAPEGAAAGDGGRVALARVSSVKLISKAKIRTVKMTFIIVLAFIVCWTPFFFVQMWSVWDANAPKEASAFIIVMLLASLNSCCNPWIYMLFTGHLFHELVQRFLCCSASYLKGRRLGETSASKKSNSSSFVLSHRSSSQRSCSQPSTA
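Material: human OTR in CHO cells. Compound: 3.0 µM, one dose. Timing: compound 6 min at room temperature before oxytocin, 100 s read. Evaluation: % activation of max/min ratio relative to oxytocin controls. Replication: single well per compound, singlicate. Signal: Fluo-8 calcium dye fluorescence.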
M4 antag – antagonists of human muscarinic M4 receptor (CHRM4); inhibition, % at 3 µM; AID 624125; P08173; 0.73% of 360,000 active; CHO-hM4 cells, ACh EC80, Fluo-8 calcium fluorescence;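 active means inhibition above its plate's cutoff, the mean inhibition of sample wells plus 3 SD, cut at about 27% in these data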;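 further: 0% = acetylcholine EC80 with DMSO and 100% = DMSO without agonist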
Target sequence (P08173 whole entry, looked up): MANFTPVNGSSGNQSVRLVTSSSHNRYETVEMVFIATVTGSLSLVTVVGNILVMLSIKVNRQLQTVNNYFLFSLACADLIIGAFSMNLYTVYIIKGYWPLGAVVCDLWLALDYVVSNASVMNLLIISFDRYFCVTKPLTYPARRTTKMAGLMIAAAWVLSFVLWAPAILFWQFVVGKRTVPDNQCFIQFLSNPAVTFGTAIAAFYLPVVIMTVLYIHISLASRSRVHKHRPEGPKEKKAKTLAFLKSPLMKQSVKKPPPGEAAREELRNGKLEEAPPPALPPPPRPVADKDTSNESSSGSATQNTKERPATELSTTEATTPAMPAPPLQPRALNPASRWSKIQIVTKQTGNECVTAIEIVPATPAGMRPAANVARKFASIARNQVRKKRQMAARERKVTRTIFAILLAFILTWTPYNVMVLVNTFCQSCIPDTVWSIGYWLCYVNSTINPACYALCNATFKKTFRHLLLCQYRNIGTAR
CHRM4 agonist – agonists of human muscarinic M4 receptor (CHRM4) | AID 624127 | activation, % at 3 µM | CHO-K1 hM4/Gqi5, Fluo-8 calcium fluorescence; vehicle 0%, full acetylcholine response 100% | 0.14% of 360,000 active;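 active means activation above the run mean over all test wells plus 3 SD, cut at about 32% in these data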;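 further: peak over basal fluorescence ratio per well then scaled between controls; 0% = DMSO wells and 100% = acetylcholine at EC100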
CHO-K1 Ca ag – nonselective activator or artifact in parental CHO-K1 cells | activation, % at 3 µM | 0.48% of 360,000 active | Fluo-8 calcium fluorescence; scaled to maximal ATP response, vehicle zero | AID 602248; in the data active means activation above about 15%;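 further: untransfected CHO-K1 host cells lacking M1 receptor as counterscreen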
CHO-K1 Ca antag – M1 antagonist counterscreen hit in parental CHO-K1 cells. inhibition, % at 3 µM. 0.6% of 360,000 active. ATP-induced calcium, Fluo-8 fluorescence. AID 602250;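 active means inhibition above a per-plate cutoff, the plate's mean sample inhibition plus 3 SD, cut at about 24% in these data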;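 further: 0% = DMSO plus EC80 ATP and 100% = DMSO alone without ATP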
M1 PAM – potentiates human M1 receptor response to acetylcholine; P11229; CHO-K1 hM1, Fluo-8 calcium fluorescence, ACh EC20; 0% = ACh EC20, 100% = maximal ACh; activation, % at 3 µM; 0.088% of 360,000 active; AID 588819; in the data active means activation above about 19%, passing the limit was not always enough
CHO parental Ca – counter-screen for OX1R antagonists: effect in parental CHO cells. parental CHO-K1, ATP-induced calcium, Fluo-8 fluorescence. inhibition, % at 5.6 µM. 0.63% of 330,000 active;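 active means inhibition above that plate's mean sample inhibition plus 3 SD, cut at about 26% in these data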;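 further: 0% = ATP-challenged DMSO wells and 100% = DMSO wells without ATP; some compounds past the cut are filed as inactive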
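Test system: untransfected parental CHO cell line. Compound: one dose, 5.6 µM nominal. Detection: intracellular calcium via Fluo-8 no-wash fluorescent dye. Measure: % inhibition. Benchmarks: ATP-challenged DMSO wells low, unchallenged DMSO wells high.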
CHRM1 agonist – human M1 muscarinic receptor agonism | 0.33% of 360,000 active | AID 588814 | CHO-K1 hM1, Fluo-8 calcium fluorescence, agonist mode; 0% DMSO, 100% acetylcholine EC100 | activation, % at 3 µM | P11229;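 active means activation above the run's mean compound activation plus 3 SD, cut at about 16% in these data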;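 further: peak over basal fluorescence ratio within a 140 s kinetic read after compound addition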
CHRM1 antagonist – blocks human M1 muscarinic receptor. inhibition, % at 3 µM. P11229. 1.3% of 360,000 active. CHO-K1 hM1, Fluo-8 calcium fluorescence, ACh EC80 antagonist;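 active means percent inhibition above its own plate's cutoff, namely the mean of that plate's compound wells plus 3 SD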;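 further: peak over basal fluorescence ratio during 140 s after agonist addition; 0% = ACh EC80 plus DMSO and 100% = DMSO alone without agonist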
Numbers without * were called inactive; x = not tested or not shown.

SMILES	OXTR potentiator	M4 antag	CHRM4 agonist	CHO-K1 Ca ag	CHO-K1 Ca antag	M1 PAM	CHO parental Ca	CHRM1 agonist	CHRM1 antagonist
Cc1ccc(S(=O)(=O)N2CCCOC2)cc1	2	11	1	-0.2	4	-1	4	-5	-12
CCC(C)n1c(S(=O)(=O)O)nc2ccccc21 (stereo not given)	-6	14	0	0.1	-2	2	-13	4	-4
CC(=O)Nc1nc(-c2ccc3c(c2)CC(C)N3C(=O)C2CC2)c(C)s1 (stereo not given)	-10	-6	2	0.5	-15	12	-21	-4	-11
Cc1cc(C)cc(NC(=O)Cn2nnc(C(=O)NCc3ccc(F)cc3)c2N)c1	-7	-4	1	0.3	-4	19	11	2	-14
O=C(CSc1nnc2ccccn12)Nc1ccccc1[N+](=O)[O-]	x	1	0	0.7	2	3	x	-6	-4
Cn1nnnc1SCC(=O)Nc1ccccc1N1CCOCC1	-12	1	1	-0.1	-7	0	-17	-1	-15
CCN(CC)c1ccc(/C=N/N(c2ccccc2)c2ccccc2)c(O)c1	-4	0	0	1.0	-9	-1	-18	-3	-1
O=C1C(C=NCc2ccccn2)=C(O)c2ccccc21	5	3	1	0.7	-19	-3	-2	-5	9
O=c1ccn(CCc2c[nH]c3ccccc23)c2c1CCCC2	-12	6	3	0.2	-14	19	-7	1	-19
Cc1[nH]n(-c2ccccc2)c(=O)c1-c1ccccc1	2	-8	0	0.2	4	1	-5	-4	7
O=C(NCCOc1ccccc1)c1ccc2c(c1)OCO2	-1	-3	1	0.7	-21	4	-5	2	-31
CC(=O)c1ccc(N2CCN(C(=O)c3cccc(Oc4ccccc4)c3)CC2)cc1	-13	-9	12	8.4	-1	-10	12	-5	8
OCc1cc(Br)ccc1OCc1nc2ccccc2s1	-15	-13	9	1.1	7	5	10	-5	-12
C=CCOn1c(=O)c(C)[n+]([O-])c2ccccc21	-1	3	1	0.1	-5	-1	-12	-2	-23
Cc1ccc(C)c(OCCNc2ccc([N+](=O)[O-])cn2)c1	-17	5	2	-0.2	11	-7	-12	-8	7

Entries shown so far that have an aryl thioether with sulfur outside any ring:
SMILES	OXTR potentiator	M4 antag	CHRM4 agonist	CHO-K1 Ca ag	CHO-K1 Ca antag	M1 PAM	CHO parental Ca	CHRM1 agonist	CHRM1 antagonist
O=C(CSc1nnc2ccccn12)Nc1ccccc1[N+](=O)[O-]	x	1	0	0.7	2	3	x	-6	-4
Cn1nnnc1SCC(=O)Nc1ccccc1N1CCOCC1	-12	1	1	-0.1	-7	0	-17	-1	-15

The list goes on:
SMILES	OXTR potentiator	M4 antag	CHRM4 agonist	CHO-K1 Ca ag	CHO-K1 Ca antag	M1 PAM	CHO parental Ca	CHRM1 agonist	CHRM1 antagonist
COc1ccc(S(=O)(=O)NCCC(=O)NCc2cccs2)cc1	-1	1	2	-0.2	-14	5	-6	-4	-9
O=C(Nc1ccccc1C(F)(F)F)C1CCN(C(=O)Cc2ccccc2)CC1	-3	-15	1	0.5	-9	5	3	-1	-2
O=C(COc1ncnc2ccccc12)Nc1ccc(Cl)c(S(=O)(=O)N2CCOCC2)c1	-13	9	1	0.6	-13	0	-6	-2	-27
Nc1nc(Nc2cccc(C(F)(F)F)c2)nc(C(F)(F)F)n1	-16	11	-2	-0.6	3	-2	5	-5	-5
COCCn1c(C)cc(C(=O)COC(=O)c2cccnc2SC)c1C	-7	-5	1	0.3	-19	1	-16	-3	-9
Nc1nc(SCC(=O)C23CC4CC(CC(C4)C2)C3)n[nH]1	-22	3	0	0.3	1	4	-19	-2	-5
COC(=O)c1cc(Br)c(=O)n(CCc2ccc(F)cc2)c1	-12	2	0	0.2	-9	0	-2	-5	0
CCOc1ccc(CN2CCCC(CO)(Cc3ccc(F)cc3)C2)cc1 (stereo not given)	0	15	4	2.2	-15	-22	-18	-8	40*
CC(C)(C)c1ccccc1NC(=O)Nc1nc(C(N)Cc2ccc(F)cc2)cs1 (stereo not given)	x	0	8	0.4	-1	11	x	3	-3
CCn1c(SCC(=O)Nc2cc(C)on2)nc2sc3c(c2c1=O)CCCC3	-1	7	1	1.3	-13	8	-20	-2	-14
Cc1c(C(=O)NC2CCCCC2)oc2ccc(F)cc12	-8	-1	1	0.1	-14	9	-17	-2	-11
CCn1cc(S(=O)(=O)c2cccc(C)c2)c(=O)c2cc(F)c(N3CCN(C)CC3)cc21	-10	-2	1	0.5	-2	14	0	-3	-14
N#Cc1ccc(S(=O)(=O)NC[C@H]2O[C@@H](n3cnc4c(N)ncnc43)[C@H](O)[C@@H]2O)cc1	x	1	1	0.2	-4	-1	-1	-1	2
CCOC(=O)c1nnc(-c2ccc(C)cc2)nc1N1CCSCC1	-2	-4	-2	-1.0	7	15	-25	-5	-7
CN(C(=O)COC(=O)c1cnc(Cl)c(Cl)c1)C1CCCCC1	-7	-6	0	-0.8	5	-7	2	-4	-1
Cc1ccc(NC(=O)CN2C(=O)S/C(=C\c3cc(C)n(-c4cccc(C(=O)O)c4)c3C)C2=O)cc1	-13	7	-1	-0.1	-8	-6	7	-2	9
Cc1c(C)c(C)c(S(=O)(=O)Nc2ccc3[nH]c(=O)[nH]c3c2)c(C)c1C	-4	-1	2	0.5	-8	5	8	-1	-2
CCCCCCNc1c(C(=O)OCC)c(=O)[nH]c2ccccc12	-14	-2	7	3.0	-10	-5	-57	2	13
COc1ccc(NC(=O)COC(=O)[C@@H]2CCCN2S(=O)(=O)c2ccccc2F)c(OC)c1	-1	-7	14	6.5	-12	-2	-14	-2	7
Cc1ccc(-c2n[nH]c(=S)c3ccccc23)cc1S(=O)(=O)NCC1CCCO1 (stereo not given)	-14	6	8	2.6	-12	5	-27	-2	1
CCC1(C(=O)OC)NC(c2ccco2)C2C(=O)N(c3ccccc3)C(=O)C21 (stereo not given)	-9	-11	1	0.4	1	11	-5	2	-7
O=C(CC1C(=O)NCCN1Cc1cccc(F)c1)NCCCCCN1CCOCC1 (stereo not given)	-3	-4	0	1.4	-9	8	-8	-6	-5
CCOCCCNCC(O)c1ccccc1 (stereo not given)	-4	4	0	0.6	-7	9	-5	2	-1
Cc1ccc2[nH]c(=O)c(CN(Cc3ccccc3Cl)C(=O)N3CCOCC3)cc2c1	-12	-7	7	3.4	-3	0	-27	0	0
Cn1nc(C(=O)Nc2c(-c3ccccc3)nc3sccn23)c2ccccc2c1=O	-11	2	1	0.8	0	4	-23	-2	-3
Cc1cc(C(O)c2ncc(-c3ccc(Cl)cc3)[nH]2)ccc1F (stereo not given)	x	1	1	0.3	10	1	x	-5	-1
COC(=O)c1sc2ccccc2c1NC(=O)c1ccc(S(=O)(=O)N2CC(C)CC(C)C2)cc1 (stereo not given)	-6	-5	0	-0.1	-3	-2	-1	-3	3
O=C(Nc1ccc(OC(F)F)c(Cl)c1)c1cccc(OC(F)F)c1	-10	10	7	7.7	5	-15	8	-4	20
O=S(=O)(c1ccccc1)N(CC(O)COc1ccccc1)c1ccccc1 (stereo not given)	-10	1	2	1.5	-5	2	-19	-2	-18
Oc1ccc(-c2c(C3=CCCCC3)sc3ccccc23)cc1	0	-11	-1	-0.1	-12	11	-18	-4	-8
COc1ccc(C(CNC(=O)CCNC(=O)c2ccccc2OC)N2CCCC2)cc1 (stereo not given)	-10	-6	3	0.5	9	-2	-13	-5	-8
CCCN(Cc1nnc(-c2ccccc2Cl)o1)C(=O)COc1ccc(Cl)cc1	0	4	1	0.7	-3	1	-36	-3	5
COc1ccc(S(=O)(=O)Nc2cccnc2)cc1OC	-12	3	0	0.2	-7	-4	-9	-2	9
Cc1ccc(N2C(=O)c3n[nH]c(C)c3C2c2ccco2)cc1 (stereo not given)	7	-6	0	0.6	-8	6	-7	-5	-7
Cc1ccc(CS(=O)Cc2ccc(C(=O)N3CCN(C4CCCCC4)CC3)o2)cc1 (stereo not given)	-5	3	0	0.6	-12	0	-18	-2	-11
Cc1csc(NC(=O)CSc2nccn2C)n1	8	-11	0	0.3	2	3	-4	-3	2
Cc1nn(C)cc1CNCc1c(C(=O)N2CCCCC2)nc2c(C)cccn12	-1	-2	1	0.4	7	7	-19	-8	-15
COc1ccc(CCNC(=O)C2CCN(S(C)(=O)=O)CC2)cc1	2	4	2	0.1	0	-3	-8	-2	-4
COCCNC(=S)N/N=C/c1ccccc1C(=O)O	-4	-3	0	-0.5	14	1	6	-1	-10
Cc1c(C)c2ccc(OCC(=O)N3CCN(c4cccc(Cl)c4)CC3)cc2oc1=O	-6	-4	8	5.8	-10	-2	-14	-4	-2
CCCNC(=O)N1CCC(c2nc3ccccc3s2)CC1	-13	10	3	6.1	-11	2	-9	-5	3
O=C(CSCc1ccccc1)N1CCc2ccccc21	6	3	-1	0.1	3	4	-5	-5	-7
O=C(COC(=O)c1n[nH]c(=O)c2ccccc12)c1ccc(Br)cc1	-2	-7	1	0.8	-12	2	-10	-6	-2
C=CCNc1nc(-c2ccc3c(c2)OCCO3)cs1	0	8	1	0.7	-8	8	-13	1	-19
O=c1c2c3c(sc2nc(NCCO)n1-c1ccccc1)CCCC3	-7	-7	1	0.3	2	8	-4	-4	-16
Cc1c(C#N)c(N)c(C(=O)c2ccccc2)n1Cc1ccccc1	2	-14	2	1.9	-28	1	-20	-4	-5

Structural class, the entries above with fluorine
SMILES	OXTR potentiator	M4 antag	CHRM4 agonist	CHO-K1 Ca ag	CHO-K1 Ca antag	M1 PAM	CHO parental Ca	CHRM1 agonist	CHRM1 antagonist
Cc1cc(C)cc(NC(=O)Cn2nnc(C(=O)NCc3ccc(F)cc3)c2N)c1	-7	-4	1	0.3	-4	19	11	2	-14
O=C(Nc1ccccc1C(F)(F)F)C1CCN(C(=O)Cc2ccccc2)CC1	-3	-15	1	0.5	-9	5	3	-1	-2
Nc1nc(Nc2cccc(C(F)(F)F)c2)nc(C(F)(F)F)n1	-16	11	-2	-0.6	3	-2	5	-5	-5
COC(=O)c1cc(Br)c(=O)n(CCc2ccc(F)cc2)c1	-12	2	0	0.2	-9	0	-2	-5	0
CCOc1ccc(CN2CCCC(CO)(Cc3ccc(F)cc3)C2)cc1 (stereo not given)	0	15	4	2.2	-15	-22	-18	-8	40*
CC(C)(C)c1ccccc1NC(=O)Nc1nc(C(N)Cc2ccc(F)cc2)cs1 (stereo not given)	x	0	8	0.4	-1	11	x	3	-3
Cc1c(C(=O)NC2CCCCC2)oc2ccc(F)cc12	-8	-1	1	0.1	-14	9	-17	-2	-11
CCn1cc(S(=O)(=O)c2cccc(C)c2)c(=O)c2cc(F)c(N3CCN(C)CC3)cc21	-10	-2	1	0.5	-2	14	0	-3	-14
COc1ccc(NC(=O)COC(=O)[C@@H]2CCCN2S(=O)(=O)c2ccccc2F)c(OC)c1	-1	-7	14	6.5	-12	-2	-14	-2	7
O=C(CC1C(=O)NCCN1Cc1cccc(F)c1)NCCCCCN1CCOCC1 (stereo not given)	-3	-4	0	1.4	-9	8	-8	-6	-5
Cc1cc(C(O)c2ncc(-c3ccc(Cl)cc3)[nH]2)ccc1F (stereo not given)	x	1	1	0.3	10	1	x	-5	-1
O=C(Nc1ccc(OC(F)F)c(Cl)c1)c1cccc(OC(F)F)c1	-10	10	7	7.7	5	-15	8	-4	20

The order is random, and some 2.9% of all compounds hit somewhere here.
